Screening data deposited in PubChem BioAssay by The Scripps Research Institute Molecular Screening Center.
GPR151 ag = activates the human receptor GPR151. Q8TDV0. PathHunter beta-arrestin GPR151 cells, luminescence. activation, % at 11.2 µM. 1% of 650,000 active; in the data active = activation above about 4.9%;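 also: 0% = median of compound wells and 100% = cells with positive control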
MITF primary = inhibitors of human MITF. O75030. AlphaScreen MITF homodimerization, bead proximity signal. inhibition, % at 2.6 µM. 0.91% of 650,000 active; in the data active = inhibition above about 50%;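 also: 0% = vehicle wells with protein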
Target sequence (O75030 whole entry, looked up): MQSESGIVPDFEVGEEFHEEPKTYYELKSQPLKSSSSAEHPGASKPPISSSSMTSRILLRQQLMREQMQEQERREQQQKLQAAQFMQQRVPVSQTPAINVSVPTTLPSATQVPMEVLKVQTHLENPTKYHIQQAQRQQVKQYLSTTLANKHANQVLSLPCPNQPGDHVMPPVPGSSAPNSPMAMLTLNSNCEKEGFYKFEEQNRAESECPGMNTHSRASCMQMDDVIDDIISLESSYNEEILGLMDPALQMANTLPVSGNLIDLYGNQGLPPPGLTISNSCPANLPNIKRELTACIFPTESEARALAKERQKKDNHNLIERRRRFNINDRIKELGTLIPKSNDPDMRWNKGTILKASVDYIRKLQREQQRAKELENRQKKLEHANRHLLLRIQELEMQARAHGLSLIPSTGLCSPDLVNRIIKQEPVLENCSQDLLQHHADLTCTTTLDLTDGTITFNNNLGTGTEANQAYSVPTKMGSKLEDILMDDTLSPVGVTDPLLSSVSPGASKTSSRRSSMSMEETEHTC
FBW7 activator = human FBW7 E3 ligase activation, primary screen; Q969H0; AlphaScreen FBW7–phospho-cyclin E peptide binding, activator screen; normalized activity (activation), % at 26.1 µM; 0.13% of 650,000 active; AID 1259310; in the data active = normalized activity above about 1.9%;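 also: purified mutant Fbw7 with reduced substrate affinity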
TEAD-YAP inh = TEAD-YAP interaction inhibition; HEK-TIYL cells, TEAD-Gal4/YAP UAS-luciferase luminescence; inhibition, % at 9.12 µM; 1.4% of 640,000 active; AID 1259422; in the data active = inhibition above about 32%;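 also: 0% = median of test compound wells and 100% = reference inhibitor wells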
An asterisk follows results filed as active; · = not tested or not shown.

Start of the data: the first 2 entries (preview)
SMILES	GPR151 ag	MITF primary	FBW7 activator	TEAD-YAP inh
COc1ccc2c(c1)CC(C(=O)Nc1ccc(-c3cn[nH]c3)cc1OCCN1CCCC1)CO2 (stereo not drawn)	0.5	7	-0.5	4
O=C(NCCO)C(=O)Nc1ccc(Cl)cc1	1.2	33	1.0	-4

The list itself, from the first entry:
SMILES	GPR151 ag	MITF primary	FBW7 activator	TEAD-YAP inh
COc1ccc2c(c1)CC(C(=O)Nc1ccc(-c3cn[nH]c3)cc1OCCN1CCCC1)CO2 (stereo not drawn)	0.5	7	-0.5	4
O=C(NCCO)C(=O)Nc1ccc(Cl)cc1	1.2	33	1.0	-4
CC(=O)N1CCN(c2ccc(NC(=O)COc3cc(C)c(Cl)c(C)c3)cc2)CC1	1.2	-7	-0.2	-4
CCN(Cc1ccccc1)c1ccc(/C=N/N=C(N)N)cc1	-1.3	10	-0.1	-3
CN1C(=O)N(CC(=O)NC23CC4CC(CC(C4)C2)C3)c2cccnc2N1C	-1.0	-3	-0.1	0
CCCCCCCOC(=O)C1=C(C)Nc2nnnn2C1c1ccc(C)cc1 (stereo not drawn)	-0.7	6	0.0	-2
O=C(c1ccc([N+](=O)[O-])cc1)N(Cc1ccc(Cl)c(Cl)c1)N1C(=O)CCCC1=O	0.2	15	0.7	-6
O=C(CCCN1C(=O)c2ccccc2C1=O)Nc1ccccc1C(=O)N1CCCCCC1	0.3	16	0.1	-3
CC(C)C(NS(C)(=O)=O)c1nnc2n1CCN(Cc1c(F)cccc1Cl)CC2 (stereo not drawn)	0.0	8	0.1	4
COc1ccc(CC(=O)Nc2cccc3ccc(-n4ccnc4)nc23)cc1OC	3.9	10	0.0	-6
COc1ccc2c(c1)CCc1c(C(=O)NCCN3CCOCC3)noc1-2	-1.6	17	0.1	2
Cc1[nH]nc2c1C(c1ccccc1)C(C#N)=C(N)O2 (stereo not drawn)	-0.4	16	0.2	-5
Cc1ccc(C2=NNC(C)(CC(=O)Nc3ccccc3)S2)cc1 (stereo not drawn)	-1.4	-8	0.2	-25
Cc1occc1C(=O)Nc1cccc(O)c1	-2.3	19	0.8	38*
CCN1CCN(C(c2nnnn2Cc2ccc(OC)cc2)C(C)C)CC1 (stereo not drawn)	0.7	-28	0.0	-6
CCN1CCN(CC(=O)Nc2ccc(OC(F)(F)F)cc2)CC1	-1.0	17	0.0	-10
CCN(CC)P(=O)(c1cccc([N+](=O)[O-])c1)c1cccc([N+](=O)[O-])c1	-0.8	7	0.5	-11
CCOc1ccc(C2CC(c3ccc(C)cc3)Nc3nc(N)nn32)cc1 (stereo not drawn)	0.9	13	0.0	13
COc1ccc(S(=O)(=O)Nc2cc3c(C(C)=O)c(C)oc3c3ccccc23)cc1	3.1	-3	-0.4	69*
c1ccc(Cn2cc(-c3cnc4ccc(NC5CCOCC5)nn34)cn2)cc1	-0.4	-20	-0.1	3
COc1ccc(N2CCN(C(CNC(=O)C(C)C)c3ccco3)CC2)cc1 (stereo not drawn)	0.2	1	0.0	-6
O=C(CN1C(=O)CC(c2ccccc2)S(=O)(=O)c2ccccc21)Nc1ccc(F)cc1 (stereo not drawn)	-0.5	10	0.0	2
CC(=O)c1cccc(NC(=O)CCc2c(C)nc3c(-c4ccccc4)c(C)nn3c2C)c1	-0.4	16	0.1	4
O=C(Nc1n[nH]c2ccccc2c1=O)c1cccc([N+](=O)[O-])c1	-1.0	1	0.1	-6
Cc1cc(C(=O)N2CCc3ccccc32)cs1	-2.6	-2	-0.1	-15
Cc1ccc(S(=O)(=O)NC(C)C(=O)Nc2ccc(C(F)(F)F)cc2)cc1 (stereo not drawn)	0.3	-17	-0.1	7
NS(=O)(=O)c1ccc(NC(=S)N2CCN(Cc3ccc4c(c3)OCO4)CC2)cc1	2.1	11	0.0	7
CC(=O)c1cccc(Nc2nc3ccccc3nc2NS(=O)(=O)c2ccc(C)cc2)c1	-0.2	-8	0.1	-4
O=C(Nc1ccc(-c2cn[nH]c2)cc1OCCN1CCCC1)C1COc2ccccc2O1 (stereo not drawn)	-1.0	13	0.9	-10
CC(=O)c1c(C)[nH]c(C(=O)OCc2cccc(Cl)c2)c1C	1.3	2	-0.1	-32
Cc1ccc2nc(NC(=O)CSc3n[nH]c(N)n3)sc2c1	-0.1	-9	-0.1	-27
N#C/C(=C(/O)c1cc(=O)c2ccccc2o1)c1nc2ccccc2s1	-0.6	-4	-0.1	-15
Cc1cccc(-n2cc(-c3ccccc3)c3c(NCCCN4CCCC4=O)ncnc32)c1	-0.5	9	-0.1	-10
CCOc1ccccc1CN1CCN(Cc2ccncc2)CC1CCO (stereo not drawn)	1.2	-10	-0.1	-9
COc1cc(OC)c([N+](=O)[O-])cc1/C=C(/C#N)c1cccc(F)c1	-1.2	4	-0.1	1
O=C(O)c1ccc(-c2cncc(-c3cc(=O)[nH]c(-c4ccccc4)n3)c2)cc1	-1.2	3	-0.1	-8
CCN(Cc1ccccc1)S(=O)(=O)c1cc(Cl)ccc1Cl	0.5	-2	-0.1	8
C=CCn1c(=O)c2ccccc2n2c(=S)[nH]nc12	1.5	2	-0.1	-4
CC(C)(C)c1nnc(Nc2ccc3c(c2)OCO3)[nH]c1=O	-0.5	5	0.1	1
CCOC(=O)c1c(C)n(CCOc2ccccc2C)c2c1cc(O)c1ccccc12	0.4	8	-0.1	1

Two records drawn at random from those above:
SMILES	GPR151 ag	MITF primary	FBW7 activator	TEAD-YAP inh
Cc1cc(C(=O)N2CCc3ccccc32)cs1	-2.6	-2	-0.1	-15
CCOC(=O)c1c(C)n(CCOc2ccccc2C)c2c1cc(O)c1ccccc12	0.4	8	-0.1	1

The list continues.
SMILES	GPR151 ag	MITF primary	FBW7 activator	TEAD-YAP inh
COc1cccc(CS(=O)(=O)c2nnnn2CC(C)C)c1	-2.1	-26	0.3	·
Cc1cc(C(=O)NCCN(C)C)ccc1[N+](=O)[O-]	-1.0	0	0.0	-8
COc1cccc(OC)c1C(=O)Nc1cccc(-c2nn3c(C)nnc3s2)c1	-0.1	-12	-0.1	16
Cc1cc(N)c(NC2=CC(=O)CC(C)(C)C2)cc1C	-0.1	8	0.1	-28
Cc1ccc(C)c(C2=NN(c3nc(-c4ccc(S(=O)(=O)N5CCCC5)cc4)cs3)C(c3cccc([N+](=O)[O-])c3)C2)c1 (stereo not drawn)	-0.4	-3	-0.1	-9
O=C(N/N=C/c1c(F)cccc1Cl)c1ccco1	-1.4	11	0.2	-53
CCN1CCN(c2c([N+](=O)[O-])c(=O)n(C)c3ccccc23)CC1	2.2	11	0.2	-3
Cc1ccc(N(C)C(=O)c2ccc(CNc3c(N4CCC(C)CC4)c(=O)c3=O)cc2)cc1	-2.1	6	0.0	-1
COc1cc(Cl)c(C)cc1NC(=O)C(C)(C)C	-0.9	12	0.0	2
COCCNC(=O)c1cccnc1SCc1ccccc1Cl	1.5	-2	0.0	-3
COCCCN1C(=O)/C(=C\c2ccc(F)cc2)C(C(=O)OC)=C1C	-0.3	6	0.0	3
CCOc1ccccc1NC(=O)c1c(N)sc2c1CCCCC2	0.3	-2	-0.2	4
Cc1ccc(NC(=O)Cn2c3ccccc3c(=O)c3ccccc32)c(Br)c1	1.3	1	0.2	3
O=C(CSc1nncc2ccccc12)Nc1ccc(S(=O)(=O)N2CCCCC2)cc1	-0.7	0	-0.3	-7
CC1CCC(N2CCN(S(=O)(=O)c3ccc(Cl)cc3)CC2)CC1 (stereo not drawn)	1.7	-1	0.0	0
CCOc1ccc(C(=O)COC(=O)c2ccc(C)cc2)cc1	0.4	0	0.7	3
CCOC(=O)N1CCN(c2ncnc3c2cnn3-c2ccccc2)CC1	1.1	9	0.1	-10
CC(=O)Nc1ccccc1C(=O)OCC(=O)c1ccc(Br)cc1	-0.7	-11	0.1	-7
CN(C)N(C)C(=O)C(O)(c1ccccc1)c1ccccc1	0.0	-2	0.0	-5
Fc1ccc(CSc2nnc(-c3ccncc3)o2)cc1	-1.1	-3	-0.1	17
O=C(Nc1ccncc1)c1ccc(CNS(=O)(=O)c2cccc(C(F)(F)F)c2)cc1	-2.0	17	0.8	14
CCCC1CCC(c2ccc(C(=O)Nn3c(-c4cc(OC)c(OC)c(OC)c4)nc4ccccc4c3=O)cc2)CC1 (stereo not drawn)	-0.2	-9	-0.1	-1
NC(=O)COc1ccc(Br)cc1CNCc1ccccc1	0.0	9	0.0	15
COCC(C)NC(=O)c1cnn2c(C(F)(F)F)cc(-c3cccs3)nc12 (stereo not drawn)	1.1	18	0.3	-4
CCOC(=O)C1(CC2CC2)CCN(S(=O)(=O)C[C@]23CC[C@H](CC2=O)C3(C)C)CC1	-2.0	0	0.7	4
COC(=O)C1CN(C(=O)COc2ccccc2)c2ccccc2O1 (stereo not drawn)	0.1	0	0.1	2
COc1ccc(C2C3=C(CC(C)(C)CC3=O)Nc3[nH]c(=S)[nH]c(=O)c32)cc1 (stereo not drawn)	0.1	7	-0.1	8
COc1ccc(C(=O)Nc2ccnn2C2CCN(Cc3ccon3)CC2)cc1	-0.7	2	-0.2	14
CCNC(=S)N1CCn2cccc2C1c1ccc(OC)cc1 (stereo not drawn)	-0.6	11	0.0	10
COCCCNS(=O)(=O)c1ccc(SC)cc1	-1.0	0	0.0	12
O=C(Nc1ccc2c(c1)OCCO2)C1CCCN1S(=O)(=O)c1cccc2cccnc12 (stereo not drawn)	0.8	2	0.0	-35
COc1ccc(CC(=O)Nc2ccc(-c3cn4ccc(C)cc4n3)cc2)cc1	-0.3	3	0.4	-17
Cc1nc2ccncc2cc1C(=O)NCc1ccccn1	-1.5	-4	-0.8	3
Cc1cccn2c(CNCC3CCN(Cc4ccccc4)C3)c(C(=O)N3CCCCC3)nc12 (stereo not drawn)	0.7	3	-0.1	0
CC(C)c1ccc(OCC(=O)NCCc2nc3ccccc3[nH]2)cc1	0.7	6	0.0	12
C[C@@H]1CN(Cc2ccc3c(c2)CN(Cc2cccc4cccnc24)CCO3)C[C@H](C)O1	-1.7	4	-0.1	-15
CN(C)c1cccc(Nc2nc(NCc3cccnc3)c3ncn(CCN4CCCC4=O)c3n2)c1	4.5	7	-0.1	-2
O=[N+]([O-])c1cccc(C2Nc3ccc4ccccc4c3C3C=CCC32)c1 (stereo not drawn)	0.3	3	0.0	40*
CCN(CC)C(=O)Cn1cnc2sc(C(=O)Nc3ccc(F)cc3)c(C)c2c1=O	-0.9	-9	-0.1	-5

One compound at a time, as listed above. Order of values: GPR151 ag | MITF primary | FBW7 activator | TEAD-YAP inh
Results for COC(=O)C1CN(C(=O)COc2ccccc2)c2ccccc2O1 (stereo not drawn) : 0.1 | 0 | 0.1 | 2
Results for CCOC(=O)C1(CC2CC2)CCN(S(=O)(=O)C[C@]23CC[C@H](CC2=O)C3(C)C)CC1 : -2.0 | 0 | 0.7 | 4
Results for COc1ccc(C2C3=C(CC(C)(C)CC3=O)Nc3[nH]c(=S)[nH]c(=O)c32)cc1 (stereo not drawn) : 0.1 | 7 | -0.1 | 8
Results for CC(C)c1ccc(OCC(=O)NCCc2nc3ccccc3[nH]2)cc1 : 0.7 | 6 | 0.0 | 12
Results for COCC(C)NC(=O)c1cnn2c(C(F)(F)F)cc(-c3cccs3)nc12 (stereo not drawn) : 1.1 | 18 | 0.3 | -4
